LEDGF integ inh – blocks HIV-1 LEDGF/p75-dependent DNA integration; 370,000 tested, 0.64% active; TR-FRET IN-LEDGF/p75 DNA integration, Eu/Cy5; inhibition, % at 3.7 µM;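 active means inhibition above the screen-wide mean plus 3 SD, cut at about 13% in these data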;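 further: signal is the Cy5 over europium emission ratio at 671 and 618 nm; 0% = plate median of compound wells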
TDP2 absorb – blocks human TDP2 phosphodiesterase activity; O95551; AID 720702; recombinant TDP2, T5PNP hydrolysis, p-nitrophenol absorbance 415 nm; 370,000 tested, 0.34% active; inhibition, % at 12.8 µM;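 active means inhibition above the mean of all tested compounds plus 3 SD, set per campaign, cut at about 25% in these data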;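 further: 0% = DMSO with enzyme and 100% = buffer with substrate but no TDP2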
Target sequence (O95551 whole entry, looked up): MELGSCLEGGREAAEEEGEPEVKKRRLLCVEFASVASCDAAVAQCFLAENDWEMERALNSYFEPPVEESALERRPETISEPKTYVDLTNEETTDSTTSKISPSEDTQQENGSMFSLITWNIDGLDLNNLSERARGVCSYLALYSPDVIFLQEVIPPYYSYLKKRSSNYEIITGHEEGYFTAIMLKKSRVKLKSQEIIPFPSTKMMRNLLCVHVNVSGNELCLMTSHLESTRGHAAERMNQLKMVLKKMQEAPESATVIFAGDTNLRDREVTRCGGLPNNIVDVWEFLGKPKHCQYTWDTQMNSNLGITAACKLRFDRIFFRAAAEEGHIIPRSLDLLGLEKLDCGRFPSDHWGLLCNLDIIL
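Evaluation: % inhibition relative to enzyme-containing and enzyme-free wells. Material: recombinant human TDP2. Benchmarks: enzyme-free and DMSO wells. Timing: enzyme reaction with compound for 2 h at 37 °C. Compound dosing: 12.8 µM only. Measured by: p-Nitrophenol epi absorbance. Reagent: T5PNP substrate at 5 mM, a TopII-DNA adduct mimic. Replication: single well per compound.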
PRMT1 FP inh – PRMT1 (human) inhibition, primary screen; recombinant PRMT1, activity-based probe fluorescence polarization; inhibition, % at 2.79 µM; 370,000 tested, 1.3% active; Q99873;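 active means inhibition above about 21% made by adding two undisclosed values, limit read from the data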
TCR CD3 inh – inhibitors of human TCR-CD3 interaction. TAMRA-labeled TCR probe fluorescence, biochemical. inhibition, % at 9.4 µM. 360,000 tested, 0.37% active; in the data active means inhibition above about 19%;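 further: recombinant mutant TCR 2C K166C tagged with TAMRA read by polarization; 0% = receptor in buffer alone and 100% = receptor with positive control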
NPR2 activator – GC-B (human) receptor activation. P20594. AID 1920062. HEK293-GC-B cells, CNP EC30, cGMP TR-FRET; 0% at EC30 CNP, 100% saturating CNP. 370,000 tested, 0.11% active. activation, % at 10 µM;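 active means activation at 10 µM reaching about 35% in either raw or pattern-adjusted values, limit read from the data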
rCAG binder – binds r(CAG) RNA repeats. inhibition, % at 3 µM. AID 651821. r(CAG) RNA repeat, TO-PRO-1 dye displacement fluorescence. 370,000 tested, 1.3% active;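 active means inhibition above the plate cutoff, the mean of all test compounds on that plate plus 3 SD, cut at about 35% in these data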;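 further: 0% = DMSO alone and 100% = 100 µM mitoxantrone as full dye displacement; higher means more dye released from RNA so lower well fluorescence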
SIAE primary – human SIAE inhibition, primary screen; 370,000 tested, 0.69% active; SIAE FP-Rh probe binding, fluorescence polarization; Q9HAT2; AID 1053197; inhibition, % at 9.66 µM;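 active means inhibition above a cutoff: mean of compounds within the control limits plus 3 SD of those, cut at about 17% in these data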;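 further: 0% = plate median of compound wells and 100% = probe without SIAE protein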
Target sequence (Q9HAT2 whole entry, looked up): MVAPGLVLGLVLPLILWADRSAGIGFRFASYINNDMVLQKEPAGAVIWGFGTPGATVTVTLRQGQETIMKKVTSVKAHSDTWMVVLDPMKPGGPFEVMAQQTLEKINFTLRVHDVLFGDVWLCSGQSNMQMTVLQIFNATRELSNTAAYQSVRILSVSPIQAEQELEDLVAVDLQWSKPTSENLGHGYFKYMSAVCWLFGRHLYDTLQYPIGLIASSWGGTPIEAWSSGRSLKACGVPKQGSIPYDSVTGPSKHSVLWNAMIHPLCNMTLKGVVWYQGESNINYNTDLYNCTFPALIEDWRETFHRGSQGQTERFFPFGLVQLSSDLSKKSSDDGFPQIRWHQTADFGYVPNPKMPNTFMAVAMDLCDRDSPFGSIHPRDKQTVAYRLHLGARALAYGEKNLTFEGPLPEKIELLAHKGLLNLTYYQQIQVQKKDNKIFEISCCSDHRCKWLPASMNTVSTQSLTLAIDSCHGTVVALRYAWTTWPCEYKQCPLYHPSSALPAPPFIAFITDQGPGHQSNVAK
MBD2 inh – blocks human MBD2 binding to methylated DNA; Q9UBB5; 370,000 tested, 0.31% active; inhibition, % at 4.4 µM; AID 686964; TR-FRET, MBD2 binding to methylated oligonucleotide; in the data active means inhibition above about 13%
ABHD4 inh – ABHD4 (mouse) inhibition, primary FP screen; 370,000 tested, 0.54% active; purified mABHD4, FP-Rh probe fluorescence polarization; inhibition, % at 8.92 µM;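 active means inhibition exceeding the mean over every tested compound plus 3 SD, cut at about 30% in these data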;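 further: 0% = plate median of compound wells and 100% = S159A mutant with DMSO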
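Assay system: Wild-type mouse ABHD4 protein | Medium: HEPES pH 7.0 buffer, 150 mM NaCl, 0.01% Pluronic F-127 | Incubation: Enzyme–compound pre-incubation 45 min, then probe 60 min, both 25 °C | Technique: Fluorescence polarization with parallel and perpendicular emission, 525/598 nm | Evaluation: % inhibition of FP-Rh probe binding versus controls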
HTRA1 inhibitor – blocks human HTRA1 serine peptidase | Q92743 | recombinant HTRA1, FP-rhodamine activity-based probe, fluorescence polarization | inhibition, % at 5.96 µM | 340,000 tested, 0.5% active; in the data active means inhibition above about 36%;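 further: 0% = enzyme with DMSO and 100% = wells lacking enzyme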
* = called active by the depositor; . = no result given. Some of the compounds tested; count on the stated rates, not on these rows.

SMILES	LEDGF integ inh	TDP2 absorb	PRMT1 FP inh	TCR CD3 inh	NPR2 activator	rCAG binder	SIAE primary	MBD2 inh	ABHD4 inh	HTRA1 inhibitor
CCCN(CC(=O)Nc1ccccc1OC)C(=O)CCCN1C(=O)c2ccccc2C1=O	-1	16	-1	2	-3	-5	1	-1	-2	1
CC(C)(C)c1ccc(C(=O)NCC(=O)OCN2C(=O)c3ccccc3C2=O)cc1	-4	-5	5	-6	-4	-1	-7	7	-15	4
CC(=O)Nc1ccc(NC(=O)C(C)OC(=O)CC2CCCCC2)cc1 (centres undefined)	-3	-1	0	-2	0	-6	-4	0	2	-2
Cn1nc(CC(=O)Nc2ccc(N3CCN(C(=O)OC(C)(C)C)CC3)cc2)c2ccccc2c1=O	-3	6	0	-3	-2	2	2	-1	1	11
COc1cc(NC(=O)Nc2cc(C)on2)cc(OC)c1OC	-2	9	2	4	0	4	6	-3	9	-3
Cn1c(N)c(C(=O)COC(=O)/C=C/c2cccc(Br)c2)c(=O)n(C)c1=O	3	4	1	-2	5	2	-2	2	-4	-4
CCOC(=O)C1CCCN(S(=O)(=O)c2nc3nc(C)cc(C)n3n2)C1 (centres undefined)	2	3	-1	7	6	0	2	0	5	-3
COC(=O)c1cccc(NC(=O)CC2C(=O)NCCN2C(=O)Nc2ccccc2)c1 (centres undefined)	0	-7	-3	-3	-9	5	-1	5	-11	1
COCCOC(=O)C1=C(N)Oc2c(oc(CO)cc2=O)C1c1ccccc1F (centres undefined)	-1	9	-2	9	-2	-3	-1	0	-2	1
COc1ccc(C(=O)NCc2nnc(SCC(=O)Nc3nnc(C)s3)o2)cc1	-2	4	7	3	1	2	9	1	-1	-1
CC(C(=O)c1ccc(-c2ccccc2)cc1)[n+]1cccc(C(N)=O)c1 (centres undefined)	-2	18	1	3	1	4	-2	-2	5	-7
Cc1nnc(SCC(=O)N2CCN(S(=O)(=O)c3ccccc3)CC2)[nH]c1=O	2	6	-1	-3	-1	3	5	-5	5	5
COc1ccc(C(=O)OC(COc2ccccc2)Cn2ccnc2)cc1 (centres undefined)	2	4	-5	1	-5	-7	4	1	11	-14
Cc1cc(C)c2ccc(=O)n(CC(=O)N/N=C/c3ccccc3Cl)c2n1	0	-10	0	-5	-7	-1	0	-3	-3	3
CCOCC(=O)Nc1cccc(SC)c1	0	0	1	9	6	1	0	-3	2	4

The last 4 compounds of the section before are carried over, then new ones follow:
SMILES	LEDGF integ inh	TDP2 absorb	PRMT1 FP inh	TCR CD3 inh	NPR2 activator	rCAG binder	SIAE primary	MBD2 inh	ABHD4 inh	HTRA1 inhibitor
Cc1nnc(SCC(=O)N2CCN(S(=O)(=O)c3ccccc3)CC2)[nH]c1=O	2	6	-1	-3	-1	3	5	-5	5	5
COc1ccc(C(=O)OC(COc2ccccc2)Cn2ccnc2)cc1 (centres undefined)	2	4	-5	1	-5	-7	4	1	11	-14
Cc1cc(C)c2ccc(=O)n(CC(=O)N/N=C/c3ccccc3Cl)c2n1	0	-10	0	-5	-7	-1	0	-3	-3	3
CCOCC(=O)Nc1cccc(SC)c1	0	0	1	9	6	1	0	-3	2	4
Cc1nnc2c(NC3CCCCC3)nc3ccccc3n12	0	-2	3	-3	2	-2	-6	-2	2	4
Cc1[nH]c2ccc(C(=O)N3CCN(Cc4ccccc4)CC3)cc2c1C	-2	22	-3	-1	1	6	3	2	7	5
COc1ccc(C=Nn2c(-c3ccc(F)cc3)n[nH]c2=S)cc1OCc1ccccc1	-1	10	-1	.	7	35*	5	-3	2	.
Cc1cc(N)n(-c2ccc3ccccc3c2)n1	-2	11	-1	4	-3	7	4	-3	0	-3
Cc1ccc(-n2c(=O)c3sccc3n(CC(=O)NCc3ccco3)c2=O)cc1F	3	13	-2	-1	3	1	-9	-2	-3	2
Cc1ccc(NC(=O)c2ccc(CS(=O)(=O)Cc3ccccc3C)o2)c(C)c1	-4	6	2	.	10	5	-1	-1	-4	.
Cc1cccc(C(=S)N2CCOCC2)n1	-4	2	-2	1	6	1	6	-3	8	-1
CCn1c(SCc2nc(-c3ccccc3)no2)nnc1-c1cccs1	4	-5	5	-11	-10	-7	-6	-2	1	4
COc1ccc(NC(=O)c2ccc(NC(=O)C3CC3)cc2)cc1	-2	-10	-2	-1	0	-5	1	2	0	5
Cc1nn(-c2nnc(NCc3ccccc3)nn2)c(C)c1Br	1	-2	0	5	-3	1	-3	-7	5	3
CCCCOc1ccc(C(=O)Nc2ccc(N3CCN(C)CC3)cc2)cc1	0	2	-5	5	-2	-10	1	1	3	4
Cc1nn(C(C)C(=O)O)c(=O)c2c1sc1ccccc12 (centres undefined)	1	0	-1	4	1	3	-1	2	4	0
COc1ccc(NS(=O)(=O)c2ccc3c(c2)N(C(C)=O)CCO3)cc1	-1	-9	2	-7	-1	3	1	-2	3	2
COc1ccc(/C=N/NC(=O)c2ccc(C)nc2)cc1O	-1	-7	4	4	-4	1	9	0	1	0
C=CCc1cccc(/C=N/NC(=O)CNc2ccccc2OC)c1O	-7	-14	-2	3	6	4	4	-2	10	19
O=C(c1ccccc1)c1c[nH]c(C(=O)NNc2cccc(Cl)n2)c1	-2	3	0	-2	1	1	2	4	5	-6
Cc1ccccc1NC(=O)c1sc2nc(N3CCOCC3)c3c(c2c1N)CCCC3	1	13	42*	0	12	9	2	1	10	-16
CCOc1ccccc1C(=O)N(CN1CCCC1=O)c1ccc(C)c(Cl)c1	0	4	1	-1	-18	-6	-1	1	1	13
Cc1cc(OCC(=O)NCCCN2CCCC2=O)c2c(C)cc(=O)oc2c1	1	-3	-2	1	0	-2	2	2	-4	-4
CCCCCC1(C(=O)OCC)CC(CSC(=N)N)OC1=O (centres undefined)	-2	-4	7	1	-10	-2	-3	1	14	6
COc1ccc(CCNC(=O)CN(C)S(=O)(=O)c2ccc3nc(C)sc3c2)cc1OC	2	17	5	4	4	-5	-3	1	5	-4
NC(=O)NC(=O)CSc1nc(-c2ccccc2)c(-c2ccccc2)n1CC1CCCO1 (centres undefined)	2	6	-2	-9	-4	-2	2	-2	2	-3
CCCNC(=O)COC(=O)c1ccc(-c2ccccc2)cc1	2	-17	-7	-1	-5	-4	0	-6	-7	-6
O=C(Nc1ccc(Cl)cc1)c1ccc2c(c1)OCO2	1	5	-3	6	2	-1	-1	3	-10	-5
Cc1cc(/C=C2/C(=N)N3C(=NC2=O)SN=C3S(C)(=O)=O)c(C)n1-c1ccccc1F	-1	8	2	-1	1	80*	-25	3	-20	-23
COc1cc(C(=O)NCC(=O)OCC(=O)c2ccc[nH]2)cc(OC)c1OC	-2	8	-1	0	1	0	2	-2	7	-1
O=C(NC(=S)Nc1cccc(NC(=S)NC(=O)c2ccco2)n1)c1ccco1	-1	-2	4	-7	3	4	-4	1	-5	-4
CCC(C)[C@H](Nc1nc(-c2ccccc2)nc2c1oc1ccccc12)C(=O)O (some centres undefined)	5	2	2	-4	-4	74*	-15	-3	-47	-48
CC1CC2(CC(C)(C(=O)CSc3nc4ccccc4s3)OC2=O)C(=O)O1 (centres undefined)	3	10	14	1	4	4	4	-2	-2	0
CC[C@]12c3[nH]c4ccccc4c3CCN1C(=O)C(CC(=O)NCc1cccc(C(F)(F)F)c1)C[C@@H]2C(=O)N1CCN(C(=O)C2CC2)CC1 (some centres undefined)	-5	0	1	-1	8	4	1	0	3	-8
COCCSc1ccccc1C(=O)N1CCc2ccccc2C1	-1	2	0	6	-4	-5	0	-2	-2	-6
O=C(CSc1nnc(-c2ccncc2)n1CC1CCCO1)Nc1nccs1 (centres undefined)	0	4	1	4	3	-5	-2	3	6	-1
CCNc1ccc(S(=O)(=O)N(C)C)cc1[N+](=O)[O-]	0	-6	-1	2	4	0	1	1	0	-19
O=C(Nc1cc(S(=O)(=O)N2CCOCC2)ccc1OCC(F)(F)F)C1CCCC1	1	-12	-1	-1	4	-3	0	-3	1	8
Cc1ccccc1CC1(CO)CCCN(C(=O)c2cc(Cl)ccc2F)C1 (centres undefined)	-4	-4	0	4	0	-4	0	-7	-3	-9
COc1ccc(N2CC(C(=O)NCc3nnnn3-c3ccc(C)c(C)c3)CC2=O)cc1 (centres undefined)	-5	-26	-6	10	0	-4	-1	-2	2	-3
CC(=O)c1ccc(-n2cc(-c3ccc(C(C)(C)C)cc3)[n+]3c2SCCC3)cc1	0	4	0	6	-3	1	0	0	-1	-2
Cc1nc(C)c(C(=O)O)c(-c2ccsc2)c1C(=O)O	2	-4	-1	-2	4	-1	16	-1	-1	.
CC(NO)C(C)(C)NO (centres undefined)	-1	5	2	3	12	1	-2	0	0	3
CC(OC(=O)CN1C(=O)c2ccccc2C1=O)C(=O)NCc1ccccc1 (centres undefined)	3	-16	-2	0	-3	-4	-4	0	-5	-35
CCCCOc1ccc(C(=O)OC(C)CN(C)C)cc1 (centres undefined)	2	3	0	6	0	-9	2	-5	2	-4
CCc1ccccc1NC(=O)CN(C)C(=O)CN1C(=O)NC2(CCCCCC2)C1=O	-1	11	-1	0	1	-7	0	0	-1	1
Cc1c(Cl)cnc(NC(=O)COC(=O)Cc2coc3ccc4ccccc4c23)c1Cl	7	-6	1	0	1	11	-8	-1	2	-13
Cc1cc(C(=O)N2CCCC(CO)(Cc3ccc(F)cc3F)C2)nn1C (centres undefined)	-1	4	1	3	-2	0	4	-7	0	6
O=C(NCCOc1ccc(F)cc1)C1CCC(=O)N(Cc2ccc(Cl)cc2)C1 (centres undefined)	4	1	-3	2	-3	1	0	-3	2	-3
CCCS(=O)(=O)N1CCN(C(=O)c2cc(OC)cc(OC)c2)CC1	-2	-9	0	0	2	-6	-6	7	-8	-10
CCOC(=O)C1=CCN(S(=O)(=O)c2ccc(Cl)cc2)C1c1cccc(C)c1 (centres undefined)	-7	4	3	-7	-7	1	-1	0	0	.
O=C(c1cccc(S(=O)(=O)Nc2ccc(F)cc2)c1)N1CCOCC1	2	5	-2	0	-6	2	2	3	-2	-2
O=S(=O)(c1ccccc1C(F)(F)F)N1C=CC(C(F)(F)F)=NCC1	-3	1	-2	1	4	6	2	-4	2	.
Cc1ccc(OCC(O)CN2C(=O)NC(C)(C)C2=O)c(C)c1 (centres undefined)	-5	-7	2	4	4	-2	5	0	5	1
CCOc1ccc(NC(=O)c2ccccc2OCC(=O)c2ccccc2)cc1	1	-5	-1	-5	-11	-1	-23	1	10	-12
O=S(=O)(Nc1ccc(-c2nc3cccnc3s2)cc1)c1cccs1	0	1	-6	5	-9	8	-5	6	-9	-6
CN(Cc1ccccc1)C(=O)c1ccc(NC(=O)Cc2ccc(NC(=O)C3CCCN(C(=O)c4ccccc4)C3)cc2)cc1 (centres undefined)	-2	3	-2	-5	2	8	-9	-3	-6	-13
CCOc1ccc2nc(NC(=S)NCc3ccccc3)sc2c1	0	-3	2	6	4	7	-4	-1	1	4

Bioassay records: PubChem BioAssay, several laboratories
